Growth percent in the NCI-60 one-dose screen (48 h, 10 µM unless noted): 100 = growth as untreated, 0 = no growth, -100 = all killed.
BT-549 = BT-549 breast cancer | 4.4% of 78,000 active
UACC-62 = UACC-62 melanoma | 5.4% of 81,000 active | AID 1794756
UACC-257 = UACC-257 melanoma. 4.4% of 78,000 active
HS 578T = HS 578T breast cancer; 4.1% of 78,000 active; AID 1794788
MALME-3M = MALME-3M melanoma | 5.8% of 78,000 active | AID 1794766
SK-MEL-2 = SK-MEL-2 melanoma | 4.7% of 77,000 active
LOX IMVI = LOX IMVI melanoma. 7.4% of 79,000 active. AID 1794757
T-47D = T-47D breast cancer | 5% of 79,000 active
Numbers without * were called inactive; . = not tested or not shown; & = joins results of further samples. The calls were made as follows: active = growth percent below 10; inactive = the rest.

SMILES	BT-549	UACC-62	UACC-257	HS 578T	MALME-3M	SK-MEL-2	LOX IMVI	T-47D
NS(=O)(=O)c1ccc(C(=O)N/N=C/c2ccccc2O)cc1	54	60	83	87	61	61	46	74
COC(=O)[C@H](Cc1ccccc1)NC(=O)[C@@H](OC)[C@@H]1Cc2cc3cc(OC4CC(OC5CC(O)C(O)C(C)O5)C(O)C(C)O4)c(C)c(O)c3c(O)c2C(=O)[C@H]1OC1CC(OC2CC(OC3CC(C)(O)C(O)C(C)O3)C(O)C(C)O2)C(O)C(C)O1 (some centres not stated)	-62*	-57*	-16*	-17*	-55*	.	-18*	2.5*
C=CCOC(CN(CCCC)CCCC)CN(CCCC)CCCC	97	99	87	103	166	103	95	98
COc1ccc(C2Nc3n[nH]c(-c4ccccc4)c3C(=O)CS2)cc1 (configuration not stated)	98	96	110	98	103	102	97	99
CCC(=O)Nc1nccs1	88	100	108	100	103	115	117	102
COc1cc(Br)c(CC(=O)O)cc1OC	.	103	88	89	83	113	102	85
COC(=O)c1cc(C(=O)C(C)(C)C)n2c1ccc1c3ccccc3ccc12	133	80	118	94	92	108	88	88
NCCNC(=O)Cc1cccc2ccccc12	.	106	111	99	101	107	99	103
O=C1c2ccccc2Cc2cccc(Cl)c21	93	99	104	112	94	88	94	93
CCCCC1(C=O)NC(=O)NC1=O (configuration not stated)	97	101	.	105	97	87	98	111
COc1cc(-c2nn(-c3cccc(NC(=O)CCN4CCN(c5ccccc5)CC4)c3)cc2-c2ccncc2)ccc1Cl	13	27	29	32	38	-0.7*	7.0*	18
Cc1cccc(NNC(=S)Nc2ccccc2)c1	105	96	105	93	98	116	91	85
COc1cc(/C=C2\C(=O)OC[C@@H]2Cc2ccc3c(c2)OCO3)ccc1O	87	.	117	97	103	98	92	82
C(=C/c1cnnc2ccccc12)/c1ccccc1	100	72	84	91	132	102	74	66
NC(N)=NN=C1c2ccccc2-c2ccccc21	95	115	105	.	97	124	96	91
O=C(Nc1ccc(-c2nc3ccccc3s2)cc1N1CCCCC1)c1ccccn1	107	86	114	110	101	109	114	100
COc1ccc2cc(-c3ccnc4c(N=Nc5ccc(C)cc5)c(N)nn34)ccc2c1	95	96	91	89	98	116	100	92
NCC[C@@H](N)C[C@H]1O[C@@H](n2cnc3c(N)ncnc32)[C@H](O)[C@@H]1O	88	103	93	101	93	96	97	.
CCCCOc1ccc(/C=N/Nc2cc(C)nc3ccc(Br)cc23)cc1	99	87	96	87	-67*	106	-97*	82
O=[N+]([O-])c1cccc(-c2nnc(CSc3nnc(-c4ccc(Cl)cc4)o3)o2)c1	102	97	102	103	116	105	105	92
NS(=O)(=O)c1ccc(NC(=O)Nc2nnc(-c3ccc(F)cc3)s2)cc1	115	102	110	94	114	108	102	96
c1ccc(CNc2nc(-c3ccccc3)[nH]c2-c2ccccc2)cc1	125	103	109	106	104	133	124	103
CC1=C(C)C(=O)OC1=O	104	103	107	99	114	105	102	100
O=[N+]([O-])c1ccc(OCc2ccccc2)cc1	95	97	134	97	107	97	109	103
O=C(Cn1nnc2ccccc21)N/N=C/c1cc2ccccc2s1	83	56	92	65	74	75	78	81

2 of the compounds above, as a markdown table.
| canonical_smiles | BT-549 | UACC-62 | UACC-257 | HS 578T | MALME-3M | SK-MEL-2 | LOX IMVI | T-47D |
| --- | --- | --- | --- | --- | --- | --- | --- | --- |
| CCC(=O)Nc1nccs1 | 88 | 100 | 108 | 100 | 103 | 115 | 117 | 102 |
| COc1cc(Br)c(CC(=O)O)cc1OC | . | 103 | 88 | 89 | 83 | 113 | 102 | 85 |

Going on with the list:
SMILES	BT-549	UACC-62	UACC-257	HS 578T	MALME-3M	SK-MEL-2	LOX IMVI	T-47D
COc1cc(CN2CCC(N3CCCC3=O)c3cc(C)ccc32)cc(OC)c1OC (configuration not stated)	147	84	106	107	83	97	98	95
O=C(NC(=S)Nc1cccc(Cn2c(=O)[nH]c3ccc(Oc4ncccn4)cc3c2=O)c1)c1ccccc1	61	66	64	73	68	96	85	22
Cc1cc2nc3c(=O)[nH]c(=O)nc-3n(CC=O)c2cc1C	113	92	159	101	112	.	101	100
CCCCc1ccccc1C(=O)CCN1CC2CCC(CC2)C1	105	110	115	.	116	101	81	84
COc1ccc2occ(/C=C3\SC(=S)N(CCC(=O)O)C3=O)c(=O)c2c1	117	90	96	90	95	.	80	87
Cc1cccc2c1S/C(=C/c1ccc([N+](=O)[O-])cc1)C2=O	124	73	108	100	99	103	93	85
CCOc1cccc(C/C(C)=C(/c2ccc(OCCN(C)C)cc2)c2ccc(OC(C)=O)cc2)c1	97	104	97	88	108	105	95	67
CC(=O)N1N=C2N(Cc3ccccc3)C(=O)c3c(sc4c3CCCC4)N2C1c1cn(-c2ccccc2)nc1-c1ccc(Cl)cc1 (configuration not stated)	99	95	113	93	100	98	93	81
O=C1CCCc2cc(OCCCC(=O)N3CCCCC3)ccc2N1	120	105	111	98	108	111	94	98
COc1cccc(-c2cc(-c3ccc(NC(=O)c4ccccc4)cc3)[nH]c(=O)c2C#N)c1	95	86	102	87	92	106	95	80
COc1ncnc2c(CN3CCN(c4ccccc4)CC3)c[nH]c12	101	103	94	101	105	112	89	104
O=C(Nc1cccc(-n2cc(-c3ccncc3)c(-c3ccc(Cl)c(O)c3)n2)c1)c1ccc(Cl)c(C(F)(F)F)c1	95	100	104	92	80	94	91	100
CC(C)c1nc(CN(C)C(=O)N[C@H](C(=O)N[C@@H](Cc2ccccc2)C[C@H](O)[C@H](Cc2ccccc2)NC(=O)OCc2cncs2)C(C)C)cs1	81	98	93	.	95	99	94	85
CN(C)C(=S)SCc1ccc(Cl)c(Cl)c1	92	52	.	94	100	101	85	77
N#Cc1ncoc1N1CCN(c2cccc(Cl)c2)CC1	96	97	108	105	99	95	100	85
Fc1ccccc1C1c2ccccc2-c2nccn21 (configuration not stated)	106	89	97	99	98	99	98	91
Cc1nn(-c2ccccc2)c2c1C1C(=C(c3cccs3)N2)C(=O)N(Cc2ccccc2)c2ccccc21 (configuration not stated)	105	91	96	121	128	101	103	62
Cc1ccc(C(CC(=O)O)c2c(C)n(-c3ccccc3)[nH]c2=O)cc1 (configuration not stated)	105	88	97	94	98	106	98	85
Cc1cc2cccnc2c2ncccc12	36	0.9*	-1.0*	61	49	6.1*	15	2.2*
CNc1nc2c(s1)C(c1ccc(OC)cc1)CC(=O)N2 (configuration not stated)	102	94	94	93	96	105	96	93
N#C/C(=C\c1ccc(N2CCOCC2)cc1)C(=O)Nc1sc2c(c1C#N)CCCC2	55	81	93	61	93	.	74	90
COc1ccc(C(=O)c2cc(OC)c(OC)c(OC)c2)cc1/C=C/C(=O)c1cc(OC)c(OC)c(OC)c1	87	71	82	82	86	116	79	90
COc1cc(NC(C)CCCN2C(=O)c3ccccc3C2=O)c2nc(C)ccc2c1OC (configuration not stated)	103	75	102	113	104	97	86	95
CCn1c(=O)sc2cc(Cl)ccc21	97	100	103	103	93	105	100	105
CC(C)c1nc(SCC(=O)NCCc2ccc(S(N)(=O)=O)cc2)[nH]c(=O)c1C#N	112	86	107	98	96	106	95	89

Part of the list above, bar-delimited:
SMILES | BT-549 | UACC-62 | UACC-257 | HS 578T | MALME-3M | SK-MEL-2 | LOX IMVI | T-47D
Cc1cc2nc3c(=O)[nH]c(=O)nc-3n(CC=O)c2cc1C | 113 | 92 | 159 | 101 | 112 | . | 101 | 100
CCCCc1ccccc1C(=O)CCN1CC2CCC(CC2)C1 | 105 | 110 | 115 | . | 116 | 101 | 81 | 84
COc1ccc2occ(/C=C3\SC(=S)N(CCC(=O)O)C3=O)c(=O)c2c1 | 117 | 90 | 96 | 90 | 95 | . | 80 | 87
Cc1cccc2c1S/C(=C/c1ccc([N+](=O)[O-])cc1)C2=O | 124 | 73 | 108 | 100 | 99 | 103 | 93 | 85
CCOc1cccc(C/C(C)=C(/c2ccc(OCCN(C)C)cc2)c2ccc(OC(C)=O)cc2)c1 | 97 | 104 | 97 | 88 | 108 | 105 | 95 | 67
CC(=O)N1N=C2N(Cc3ccccc3)C(=O)c3c(sc4c3CCCC4)N2C1c1cn(-c2ccccc2)nc1-c1ccc(Cl)cc1 (configuration not stated) | 99 | 95 | 113 | 93 | 100 | 98 | 93 | 81
O=C1CCCc2cc(OCCCC(=O)N3CCCCC3)ccc2N1 | 120 | 105 | 111 | 98 | 108 | 111 | 94 | 98
COc1cccc(-c2cc(-c3ccc(NC(=O)c4ccccc4)cc3)[nH]c(=O)c2C#N)c1 | 95 | 86 | 102 | 87 | 92 | 106 | 95 | 80
COc1ncnc2c(CN3CCN(c4ccccc4)CC3)c[nH]c12 | 101 | 103 | 94 | 101 | 105 | 112 | 89 | 104
O=C(Nc1cccc(-n2cc(-c3ccncc3)c(-c3ccc(Cl)c(O)c3)n2)c1)c1ccc(Cl)c(C(F)(F)F)c1 | 95 | 100 | 104 | 92 | 80 | 94 | 91 | 100
CC(C)c1nc(CN(C)C(=O)N[C@H](C(=O)N[C@@H](Cc2ccccc2)C[C@H](O)[C@H](Cc2ccccc2)NC(=O)OCc2cncs2)C(C)C)cs1 | 81 | 98 | 93 | . | 95 | 99 | 94 | 85
CN(C)C(=S)SCc1ccc(Cl)c(Cl)c1 | 92 | 52 | . | 94 | 100 | 101 | 85 | 77
N#Cc1ncoc1N1CCN(c2cccc(Cl)c2)CC1 | 96 | 97 | 108 | 105 | 99 | 95 | 100 | 85
Fc1ccccc1C1c2ccccc2-c2nccn21 (configuration not stated) | 106 | 89 | 97 | 99 | 98 | 99 | 98 | 91
Cc1nn(-c2ccccc2)c2c1C1C(=C(c3cccs3)N2)C(=O)N(Cc2ccccc2)c2ccccc21 (configuration not stated) | 105 | 91 | 96 | 121 | 128 | 101 | 103 | 62
Cc1ccc(C(CC(=O)O)c2c(C)n(-c3ccccc3)[nH]c2=O)cc1 (configuration not stated) | 105 | 88 | 97 | 94 | 98 | 106 | 98 | 85
Cc1cc2cccnc2c2ncccc12 | 36 | 0.9* | -1.0* | 61 | 49 | 6.1* | 15 | 2.2*
CNc1nc2c(s1)C(c1ccc(OC)cc1)CC(=O)N2 (configuration not stated) | 102 | 94 | 94 | 93 | 96 | 105 | 96 | 93
N#C/C(=C\c1ccc(N2CCOCC2)cc1)C(=O)Nc1sc2c(c1C#N)CCCC2 | 55 | 81 | 93 | 61 | 93 | . | 74 | 90
COc1ccc(C(=O)c2cc(OC)c(OC)c(OC)c2)cc1/C=C/C(=O)c1cc(OC)c(OC)c(OC)c1 | 87 | 71 | 82 | 82 | 86 | 116 | 79 | 90
COc1cc(NC(C)CCCN2C(=O)c3ccccc3C2=O)c2nc(C)ccc2c1OC (configuration not stated) | 103 | 75 | 102 | 113 | 104 | 97 | 86 | 95
CCn1c(=O)sc2cc(Cl)ccc21 | 97 | 100 | 103 | 103 | 93 | 105 | 100 | 105
CC(C)c1nc(SCC(=O)NCCc2ccc(S(N)(=O)=O)cc2)[nH]c(=O)c1C#N | 112 | 86 | 107 | 98 | 96 | 106 | 95 | 89

Later entries.
SMILES	BT-549	UACC-62	UACC-257	HS 578T	MALME-3M	SK-MEL-2	LOX IMVI	T-47D
O=C1c2ccccc2-c2ccccc2NC1O (configuration not stated)	107	113	102	100	122	134	102	103
COc1ccc(CC[n+]2cccc(C#N)c2)cc1OC	98	109	100	105	107	129	111	110
CC1(C)C(C=C(Cl)Cl)C1c1nc(C#N)c(NCCN2CCOCC2)o1 (configuration not stated)	96	86	106	98	104	90	96	80
CC(=O)C1=C(C)NC(NNc2ccccc2)=NC1c1ccccc1 (configuration not stated)	100	82	110	91	116	107	79	98
CC1=CC(C)(C)NC(=S)N1c1cccc(Cl)c1	108&105	91&98	100&117	96&102	100&102	108&92	99&97	93&116
COc1ccc(-c2cc(-c3ccccn3)c(C#N)c(=O)[nH]2)cc1S(N)(=O)=O	92	95	116	98	94	96	89	94
O=C(O)/C(=C/c1ccc([N+](=O)[O-])cc1)c1ccccc1	102	97	.	88	101	122	104	95
CCOC(=O)/C(C#N)=C\c1ccc(N(C)C)cc1	117	93	111	116	107	106	102	94
CCOC(=O)c1cc(Cl)cc(C(=O)OCC)n1	114	114	.	122	102	.	96	106
CCOC(=O)c1cc2n(n1)CC(c1ccccc1)N2 (configuration not stated)	96	88	91	104	102	104	75	.
COc1cc(NCc2ccc3nc(N)nc(N)c3c2C)cc(OC)c1OC (tested in a mixture with another compound)	56	31	24	44	37	62	16	47
COc1ccc(-c2cc(C(=O)N=Nc3c(O)[nH]c4ccc(Cl)cc34)c3ccccc3n2)cc1OC	113	90	115	110	105	102	91	106
COc1ccc(C2=C(C#N)C(=O)N3C(=S)N(c4ccccc4)C(=O)C23)cc1 (configuration not stated)	98	93	111	97	110	108	101	96
O=C(Nc1ccc([N+](=O)[O-])cc1)c1ccc(C(=O)Nc2ccc([N+](=O)[O-])cc2)cc1	108	92	104	111	101	121	91	104
COc1ccc(C2C3Cc4cc(OC)c(OC)cc4C3=NN2C(=O)Nc2ccc(C)cc2C)cc1OC (configuration not stated)	92	88	110	.	115	92	97	77
COC(=O)C1=NNC(C(=O)OC)C1c1ccccc1 (configuration not stated)	95	98	96	103	114	112	94	100
COc1ccc(OC)c(-c2nc3ccc(C(=O)NN4C(=O)c5ccc(C(=O)O)cc5C4=O)cc3[nH]2)c1	115	94	100	98	99	100	102	95
CC(=O)Nc1c(Br)cc2c(c1Br)C(=O)c1ccccc1-2	75	95	106	97	95	90	86	78
CC(=O)Oc1cc2c(cc1OC(C)=O)C(=O)CCCC2	99	107	108	106	105	124	91	98
CC(=O)O.CC(=O)O.O.[Fe]	.	94	103	93	92	109	100	98
CCCCCCNC(=O)Oc1ccc(/C(=C(\C)c2ccccc2)c2ccc(OCCN(CC)CC)cc2)cc1	72	18	-1.5*	36	33	87	68	35
C=C1CC[C@@H]2[C@](C)(COC(C)=O)[C@H](OC(C)=O)CC[C@@]2(C)[C@@H]1CC(Nc1ccc(S(=O)(=O)NC(C)=O)cc1)C1=CCOC1=O (some centres not stated)	-63*	-12*	-11*	32	-44*	-7.4*	-86*	-3.7*
Cn1cc(-c2nc(-c3ccc4ccccc4c3)cs2)c2cc(F)ccc21	86	80	81	101	107	90	84	70
O=C(c1ccc([N+](=O)[O-])cc1)N1CCN(c2ccnc3cc(Cl)ccc23)CC1	97	89	95	108	98	98	99	88

Screens: PubChem BioAssay, NCI
